Source: PubChem (several laboratories)
CAL PDZ FP-1: human CAL PDZ-peptide interaction inhibition; purified CAL PDZ, TMR-peptide fluorescence polarization, 1 h; 330,000 compounds, 0.02% hits; Q9HD26; inhibition, % at 20 µM; AID 504414;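 active = highest replicate inhibition of at least 40%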;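 note: plate controls were DMSO neutral control wells for no effect and unlabeled competitor peptide control wells for full effect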
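System: tagged CAL PDZ domain. Schedule: 1 h room-temperature incubation prior to read. Signal: fluorescence polarization (mP). Measure: percent inhibition from loss of millipolarization.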
Wnt act: activates Wnt/beta-catenin signaling in a reporter cell assay; 300,000 compounds, 1.2% hits; AID 743398; activation, % at 9.35 µM; activator, plate reader; in the data active = activation above about 30%, passing the limit was not always enough; inconclusive = no clear call, values can overlap the other calls;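 note: 0% = neutral control wells and 100% = positive control wells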
E coli growth: reduces bacterial viability in AddAB counter-screen; E. coli V3065 growth, OD600 absorbance, 18 h; inhibition, % at 11.9 µM; 330,000 compounds, 0.27% hits; AID 449728;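 active = inhibition above the campaign's mean inhibition across all tested compounds plus 3 SD, cut at about 9.9% in these data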;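 note: uninfected addAB+ strain grown without phage in ampicillin broth; 0% = DMSO wells and 100% = ciprofloxacin 0.95 µg/ml wells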
CAL PDZ FP-2: CAL PDZ (human) peptide binding inhibition; purified CAL PDZ, TMR-peptide fluorescence polarization, 1 h; AID 602252; 300,000 compounds, 0.92% hits; inhibition, % at 24.9 µM;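 active = mean inhibition of at least 30% with at least half of replicates also reaching 30%; inconclusive = no clear call, values can overlap the other calls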;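 note: 0% = DMSO neutral control and 100% = excess unlabeled competitor peptide PRC23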
phage Ecoli inh: E. coli growth loss with phage present; AID 651602; inhibition, % at 11.9 µM; 360,000 compounds, 0.26% hits; growth absorbance; in the data active = inhibition above about 11%
AddAB inh: less growth of phage-infected E. coli with AddAB; E. coli expressing H. pylori AddAB, absorbance growth; inhibition, % at 11.9 µM; 330,000 compounds, 0.29% hits; in the data active = inhibition above about 12%;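 note: 0% = vehicle wells of infected cells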
Tat export inh: E. coli Tat transport inhibition; inhibition, % at 10 µM; E. coli MC4100 TorA-mCherry Tat export, fluorescence; 340,000 compounds, 0.036% hits; AID 488895;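 active = mean replicate inhibition at least 50% and at least half of replicates individually reaching 50%; inconclusive = only one of the two criteria met; inactive = neither criterion met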;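 note: exported cargo escapes ClpAP degradation while cytoplasmic cargo is degraded and loses fluorescence; 0% = median of neutral control wells and 100% = median of NaSCN control wells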
SR-BI DiI-HDL act: SR-BI HDL lipid transfer activation; CHO ldlA[mSR-BI] cells, DiI-HDL uptake fluorescence, 3 h; 100 = double the neutral-control signal; activation, % at 12.5 µM; 320,000 compounds, 0.096% hits;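 active = mean replicate activation of at least 60% and every replicate at or above 60%; inconclusive = mean or all-replicate condition met, but not both; inactive = mean below 60% and not all replicates reaching 60%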;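 note: 0% = median plate neutral-control signal and 100% = twice that signal; values of inactives mirror those of a sister screen read the other way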
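Test system: SR-BI-overexpressing, LDLR-lacking CHO cells; Also added: labelled HDL, 10 µg/mL; Measured by: bottom-read cell fluorescence after medium removal, ex 550/em 595 nm; Timing: 3 h uptake period with compound, 37 °C; Buffer or medium: F12, 0.5% BSA, 25 mM HEPES; Doses: single compound concentration, delivered by pin transfer.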
MITF TRPM1 HTS: MITF TRPM1 promoter activation in melanoma cells; SK-MEL-5 TRPM1-promoter luciferase, 24 h; % of positive control, neutral wells = 0; activation, % at 12.5 µM; 300,000 compounds, 0.75% hits; AID 588334;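 active = mean activation of at least 80% with every replicate also reaching 80%; inconclusive = mean reaches 80% but some replicate falls short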;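 note: 0% = neutral control wells and 100% = parthenolide positive control wells; values of inactives mirror those of a sister screen read the other way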
SR-BI HDL uptake: inhibitors of mouse SR-BI mediated HDL lipid uptake; ldlA[mSR-BI] CHO cells, DiI-HDL uptake fluorescence, 3 h; inhibition, % at 12.5 µM; 320,000 compounds, 0.96% hits; AID 488896;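 active = mean replicate inhibition of at least 70% and a set share of replicates each scoring 70 or more; inconclusive = meets just one of the two criteria; inactive = fails both criteria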;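 note: 0% = median of neutral control wells and 100% = median of positive control wells; values of inactives mirror those of a sister screen read the other way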
Target sequence (Q61009 whole entry, looked up): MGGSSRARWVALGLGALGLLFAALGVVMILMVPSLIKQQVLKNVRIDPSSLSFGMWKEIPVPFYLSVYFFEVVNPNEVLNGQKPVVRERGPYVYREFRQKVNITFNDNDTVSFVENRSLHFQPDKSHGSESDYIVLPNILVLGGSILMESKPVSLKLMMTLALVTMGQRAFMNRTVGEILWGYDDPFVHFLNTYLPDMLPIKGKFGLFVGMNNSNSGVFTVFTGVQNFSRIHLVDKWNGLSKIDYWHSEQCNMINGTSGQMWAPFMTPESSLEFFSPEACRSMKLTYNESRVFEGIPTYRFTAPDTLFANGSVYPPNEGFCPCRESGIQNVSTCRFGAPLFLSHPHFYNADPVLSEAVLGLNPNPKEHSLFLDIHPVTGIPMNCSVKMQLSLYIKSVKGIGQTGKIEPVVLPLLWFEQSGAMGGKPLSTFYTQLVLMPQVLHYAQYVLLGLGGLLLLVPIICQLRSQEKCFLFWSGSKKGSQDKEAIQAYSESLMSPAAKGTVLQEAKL
An asterisk follows results filed as active; ? = inconclusive; . = not tested or not shown; & = joins results of further samples.

SMILES	CAL PDZ FP-1	Wnt act	E coli growth	CAL PDZ FP-2	phage Ecoli inh	AddAB inh	Tat export inh	SR-BI DiI-HDL act	MITF TRPM1 HTS	SR-BI HDL uptake
O=C(N/N=C1\CCCc2ccccc21)c1ccc([N+](=O)[O-])cc1	-0.5	.	2.5	0	2.1	7.0	2	-10	32	10
CCn1c2ccccc2c2cc(NC(=O)COC(=O)c3ccc(O)cc3)ccc21	-2.6	-2	2.3	-3	4.3	4.0	-1	-50	-8	50
CCC(CC)C(=O)Nc1ccccc1NC(C)=O	-1.0	.	-1.0	2	2.9	-0.7	-4	-6	-2	6
N/C(=N\OC(=O)COc1ccc(Cl)cc1)c1cccnc1	-0.5	5	0.5	-3	6.2	-1.0	-3	15	1	-15
CCCCc1ccc(S(=O)(=O)NCCCN2CCCC2=O)cc1	-1.4	0	0.0	-5	3.1	0.3	4	-13	-13	13
CCOc1cccc(C(=O)N(Cc2ccco2)C2CCS(=O)(=O)C2)c1 (centres undefined)	-2.4	.	1.2	-4	2.9	-0.9	-9	5	-2	-5
O=C(c1ccccc1)N1CCN(c2ncnc3c(-c4ccccc4)nsc23)CC1	-3.8	6	0.8	-3	5.3	0.1	-5	-59	30	59
Cn1c(Cc2ccccc2)[n+](C)c2ccccc21	-1.7	0	1.0	-2	1.7	-1.0	-1	14	-3	-14
CCOc1ccc(N2C(=O)CC(SC(=NC)Nc3ccc(F)cc3)C2=O)cc1 (centres undefined)	-1.6	.	-0.6	-3	1.4	1.3	6	-29	-7	29
O=C(N1CCOCC1)C1(S(=O)(=O)c2ccccc2)CC=CC1	-0.7	1	0.7	0	1.8	5.5	-1	24	5	-24
NC1=NC(=O)C(=Cc2ccccc2)S1	0.0	-2	.	-1	4.2	.	-1	-16	0	16
CCCCc1nc2ccccc2c(NC(=O)CN2CCCC2)c1CCC	-1.2	.	-2.6	-1	-0.1	-3.4	3	5	-1	-5
CN1CCN(C(=O)c2cc3cc(F)ccc3[nH]2)CC1	-0.8	0	.	0	0.6	.	12	-14	-4	14
C[C@@H]1[C@H]2[C@@H]3CC[C@@H](C3)[C@H]2CN[C@H]1c1cn(Cc2ccccc2)c2ccccc12	-0.1	-13	2.0	-2	3.6	4.4	4	-13	-3	13
CC(=O)Nc1c([N+](=O)[O-])cc2[nH]c(=O)[nH]c2c1[N+](=O)[O-]	.	-1	0.7	-8	3.2	6.8	-15	22	2	-22
Cc1ccccc1OCC(=O)OCC(=O)NCc1ccccc1	-1.4	3	-2.4	.	2.1	1.6	-2	-15	8	15
CC(C)(C)c1ccc(C(=O)NCC(=O)OCC(=O)Nc2nc(-c3ccc(F)cc3)cs2)cc1	0.0	7	2.8	1	0.0	2.5	3	-11	45	11
O=C(Cc1noc2ccccc12)Nc1ccccn1	-0.2	?	-2.7	0	1.5	-2.9	3	-8	60	8
O=C1CC(c2ccco2)CC(O)=C1C=Nc1ccccc1-c1ccccc1 (centres undefined)	-2.7	-1	1.3	1	4.6	1.2	0	-25	-11	25
CCc1cccc(NC(=O)c2sc3nc4n(c(=O)c3c2C)CCC4)c1	-2.1	14	-1.7	-4	1.6	1.1	8	-18	95*	18
CC(Sc1ccccn1)C(=O)Nc1ccc2c(c1)OCCO2 (centres undefined)	-0.8	-12	-0.7	-3	2.5	-3.5	-2	19	59	-19
CC(=O)N1CCc2cc(S(=O)(=O)NCCCOC(C)C)ccc21	-2.7	-4	-1.7	0	0.6	3.1	-2	12	-16	-12
Cc1ccc(C(=O)N/C(=C\c2cccs2)C(=O)NCC2CCCO2)cc1C (centres undefined)	-0.8	-3	0.6	-3	0.6	0.0	1	13	12	-14
COC(=O)c1nnc(-c2ccccc2)nc1OC	-0.7	.	2.2	-3	0.6	3.5	-8	46	14	-46
COc1ccc(/C=C(/NC(=O)c2ccco2)C(=O)N2CCCC2=O)cc1	-2.9	2	0.9	2	-0.2	-0.2	4	27	-12	-27

(listing goes on)
SMILES	CAL PDZ FP-1	Wnt act	E coli growth	CAL PDZ FP-2	phage Ecoli inh	AddAB inh	Tat export inh	SR-BI DiI-HDL act	MITF TRPM1 HTS	SR-BI HDL uptake
CC1CCCCC1NC(=O)COc1ccccc1C#N (centres undefined)	-1.4	8	-2.5	0	-0.2	-1.5	-6	-14	6	14
O=C(COc1ccc2c(c1)OCO2)Nc1nccs1	-0.1	10	-1.8	53*	0.0	2.6	4	-1	0	1
O=C(Nc1cnc2ccccc2c1)c1cccc(-n2cnnn2)c1	-2.8	.	0.2	-4	1.3	1.9	-8	.	.	.
O=C(O)/C=C/C(=O)NNC(=O)c1ccccc1Br	1.4	1	-0.2	-5	0.7	1.5	-8	32	-1	-32
COc1ccccc1CO/N=C/NC(=O)c1c(OC)ccnc1Oc1ccc(F)cc1	-3.5	.	0.0	-2	0.7	0.3	6	.	-2	.
O=C(Cn1cc(COc2c(F)c(F)cc(F)c2F)nn1)c1ccc(O)cc1	-1.1	-3	.	7	0.6	.	-1	-28	11	28
C=CCn1c(NCc2ccco2)nc2ccccc21	2.5	-2	.	-3	1.6	.	4	.	3	.
COc1ccc(CNC(=O)C2C3C=CC4(CN(Cc5cccnc5)C(=O)C24)O3)cc1 (centres undefined)	0.1	-2	0.4	-1	1.9	1.5	0	-4	0	4
O=C(CNC(=O)c1sc2ccccc2c1Cl)NCc1cccnc1	-1.7	3	1.9	-3	0.5	3.0	3	1	9	-1
O=C(NC1=NCCS1)c1cccc(F)c1	.	7	0.0	.	2.0	3.8	.	.	.	.
O=C(CCc1ccc(S(=O)(=O)N2CCOCC2)cc1)Nc1ccc2c(c1)OCCO2	-0.4	-1	-1.4	9	0.3	-0.6	0	.	14	.
C/C(=N/OCO/N=C(\C)c1ccccc1)c1ccccc1	-2.9	3	-2.9	-2	2.0	0.0	-16	-5	-8	5
CCn1c(=O)c2ccccc2n(Cc2ccc([N+](=O)[O-])cc2)c1=O	-0.6	0	0.1	15	-0.2	-1.8	-2	4	13	-4
CC(Sc1nccn1C)C(=O)Nc1ccccc1 (centres undefined)	-1.4	1	0.9	4	1.6	4.9	-8	7	-3	-7
CN(C)c1ccc(/C=C2\NC(=S)N(Cc3ccccc3)C2=O)cc1	1.0	.	3.0	-3	2.0	1.3	-5	-64	-5	64
O=C(O)c1ccc(N2CCN(C(c3ccccc3)c3ccccc3)CC2)c([N+](=O)[O-])c1	.	3	-0.7	-4	-0.3	1.7	5	10	-3	-10
COc1ccc(C(=O)Nc2ccc3c(c2)OCCO3)cc1[N+](=O)[O-]	0.5	-1	0.2	0	4.8	1.2	-4	-58	43	58
COc1ccc(C(=O)COC(=O)CCNS(=O)(=O)c2ccc(NC(C)=O)cc2)c(OC)c1	-1.8	7	-0.5	-3	2.3	-1.4	5	-42	-5	42
C#CCOCCOCCOCCNc1nc(N2CCN(C(=O)CCCCCCCCCCNC(=O)[C@H](CCCCN)n3cc(C[C@@H](C)CC)nn3)CC2)nc(N2CCN(C(=O)CCCCCCCCCCNC(=O)[C@@H]([C@H](C)O)n3cc(C)nn3)CC2)n1	-0.6	.	2.0	-4	.	1.1	35	-14	-93	14
O=C(Nc1ccc([N+](=O)[O-])cc1NC(=O)c1ccccc1)c1ccccc1	-1.4	-6	.	7	1.8	.	-2	-18	9	18
CC(C)N(C(=O)[C@H]1C[C@H](CC(=O)NCCN2CCOCC2)C(=O)N2CCc3c([nH]c4ccc(Cl)cc34)[C@]12C)C(C)C	-6.5	-1	-2.5	-4	0.1	-2.2	-1	10	-1	-10
COc1cc2c(cc1NC(=O)c1cccc(F)c1)CCCC2	-0.9	.	-0.9	5	3.9	4.4	-5	-76	-4	76*
COc1cccc(NC(=O)c2ccc(-n3cccn3)nc2)c1	-1.4	.	0.9	-1	3.1	0.3	-5	.	.	.
COc1ccccc1-c1c(C)oc2cc(OC(=O)c3ccco3)ccc2c1=O	-1.6	.	-0.9	.	2.4	0.5	-3	-37	-10	37
COc1ccccc1CNC(=O)C(=O)NCC1CCCN1S(=O)(=O)c1cccs1 (centres undefined)	0.0	-8	0.5	0	2.2	-2.1	-7	5	-9	-5

Additional structures.
SMILES	CAL PDZ FP-1	Wnt act	E coli growth	CAL PDZ FP-2	phage Ecoli inh	AddAB inh	Tat export inh	SR-BI DiI-HDL act	MITF TRPM1 HTS	SR-BI HDL uptake
COc1cccc(OCc2cc(C(=O)N3CCCC3c3ccccn3)no2)c1 (centres undefined)	-2.4	28	0.8	-2	0.9	-2.8	3	2	80	-2
CCC(Sc1nnc(C)s1)C(=O)Nc1nccs1 (centres undefined)	-3.5	-1	-1.8	-1	1.7	1.3	6	11	9	-11
COc1ccc(NC(=O)CN(C)C(=O)CSCc2c(C)noc2C)cc1	-2.7	-4	2.5	-2	-0.8	0.6	1	-1	-4	1
CCCc1nc(SCC(=O)NC2CC2)c2c(C)c(C)sc2n1	-2.3	0	0.2	0	1.4	0.4	-4	8	-15	-8
CCOC(=O)C1=C(C)NC(C)=C(C(=O)OCC)C1C(=O)OCC(=O)N1CCC(C)CC1	0.3&-1.1	-8&-4	0.5&1.3	-2&-1	3.4&-0.2	-2.5&-0.7	0&9	17&-19	2&-3	-17&19
CCOC(=O)c1[nH]c2ccc(OC)cc2c1C	.	.	2.2	10	1.4	2.4	-4	-17	46	17
Cc1nn(-c2ccc(F)cc2)c(C)c1CN1CCN(CCc2ccccc2)C(CCO)C1 (centres undefined)	-3.2	0	1.8	-4	0.1	0.7	-8	.	9	.
C=C1CC(C(=O)N/N=C/c2ccc(O)cc2)C1	-3.6	0	-2.0	-3	-0.1	1.0	2	-2	1	2
Cc1c(C(=O)/C=C/N(C)C)nnn1-c1ccc(Cl)cc1Cl	-6.9	12	1.3	6	2.8	1.3	-1	-1	.	1
Cc1cc(C)c(S(=O)(=O)n2c([N+](=O)[O-])cnc2C)c(C)c1	-2.2	0	-3.1	-3	2.5	0.8	4	41	29	-41
CCOC(=O)Cc1csc(NC(=S)NC(=O)CC(C)C)n1	-2.9	.	0.6	-4	4.5	5.3	-6	2	-2	-2
CSc1ccc(S(=O)(=O)Nc2ccc(N3CCOCC3)c(Cl)c2)cc1	-1.2	-2	2.4	-3	1.7	1.1	5	5	-8	-5
CC(C)C(NC(=O)c1c(F)cccc1F)C(=O)NCC(c1ccccc1)N(C)C (centres undefined)	-2.6	1	-0.7	-3	5.1	-0.9	11	13	-3	-13
COc1ccc(NC(=O)CCOc2ccc(C)cc2)cc1S(=O)(=O)N1CCCCC1	-4.1	-2	-0.9	-5	-1.3	-0.6	0	-41	6	41
O=C(NCCN1CCOCC1)C(=O)NCc1ccc2c(c1)OCO2	0.2	2	-0.4	4	2.9	-0.6	1	-5	-6	5
